HIF activator: HIF pathway transcriptional activators, primary screen, cell-based, U2OS HRE-luciferase, luminescence; AID 1910, 2009; activation, % at 7.5 µM (by protocol); U2OS HRE-luciferase reporter; normalized: DMSO 0%, desferrioxamine 100%; 0.32% of 300,000 active;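 active = mean activation of at least 10% of the iron chelator positive control signal, with at least half of replicates also reaching 10%; inconclusive = mean and replicate majority disagree about reaching 10%; inactive = mean and most replicates under 10%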
HSP90 refold inh: HSP90 inhibitors, primary screen, cell lysate, luminescence. 0.91% of 290,000 active. inhibition, % at 5.6 µM. Rabbit reticulocyte lysate, luciferase refolding luminescence, 3 h. Heat shock protein HSP 90 (rabbit reticulocyte lysate; luciferase refolding);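 active = inhibition above the screen-wide mean plus 3 SD, computed separately per campaign, cut at about 16% in these data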;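 also: 0% = DMSO wells and 100% = 60 µM geldanamycin wells; inhibitors lower the luminescence because luciferase stays unfolded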
Platelet DG rel: inhibitors of platelet dense granule secretion, primary screen, cell-based, MLPCN, human platelets; human platelet-rich plasma, SFLLRN dense granule ATP release, luminescence; inhibition, %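 (compounds screened at 7.5 µM in platelet-rich plasma)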; 0.22% of 300,000 active; AID 1663, 2009;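 active = mean replicate score, as percent of positive control, at or above 50; inconclusive = mean below 50 but at least one replicate at or above 50; inactive = mean and every replicate below 50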
IEC-6 cytotox: cytotoxicity in IEC-6 intestinal epithelial cells, primary screen, cytotoxicity control for KLF5 inhibitor project, cell-based, luminescence; inhibition, % at 5 µM; 0.78% of 290,000 active; IEC-6 cytotoxicity, luminescence viability; in the data active = inhibition above about 22%;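 also: 0% = plate median of test compound wells and 100% = cytotoxic reference compound wells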
HSF1 activator: HSF-1 activators, primary screen, NIH3T3-HGL cells, MG132 stress, luminescence, single point | activation, % at 9 µM | AID 504408, 2011 | NIH3T3-HGL HSF-1 luciferase reporter, 8 h; 100% = twice DMSO control signal | 1.7% of 300,000 active;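 active = mean replicate activation of at least 50% with a set share of replicates each reaching 50%; inconclusive = only one of those two conditions met; inactive = mean below 50% and too few replicates reaching it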;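 also: 0% = median of the neutral control wells and 100% = twice that signal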
SKKanGAS inh: S. pyogenes SKKanGAS growth inhibitors in kanamycin, primary screen, streptokinase expression inhibitor project, SKKanGAS strain, BacTiter-Glo luminescence | inhibition, % at 7.5 µM | 1.3% of 300,000 active | 6 h | AID 1662, 2009;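 active = mean replicate score, as percent of positive control median, at least 50; inconclusive = mean below 50 but one replicate at or above 50; inactive = mean and every replicate below 50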;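 also: strain carries kanamycin resistance gene driven by streptokinase promoter and grows in 40 µg/ml kanamycin; loss of luminescence reflects streptokinase promoter inhibition or plain growth inhibition; 0% = median of DMSO wells and 100% = positive control at its reference dose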
KLF5 inhibitor: KLF5 expression inhibitors, primary screen, DLD-1 cells, luminescence. 0.23% of 290,000 active. AID 1700, 2009. DLD-1 KLF5 promoter-luciferase reporter. inhibition, % at 5 µM;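 active = inhibition above a per-plate limit of that plate's mean compound inhibition plus 3 SD, cut at about 60% in these data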;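 also: 0% = DMSO wells and 100% = LY294002 at 200 µM; higher means less KLF5 promoter-driven luciferase light; inactives centre near -14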
AI-2 QS modul: Vibrio harveyi AI-2 quorum sensing modulators, primary screen, JMH597 strain, luminescence/OD600 ratio; Vibrio harveyi JMH597 AI-2 luminescence/OD600 ratio, 9 h; hits give low values; strain lacks LuxN and CqsS sensors; 0 = neutral-control median; activity change, % at 7.5 µM; 0.4% of 300,000 active; AID 2094, 2009; in the data active = activity change below about -75%, passing the limit was not always enough; inconclusive = no clear call, values can overlap the other calls;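 also: luminescence divided by OD600 gain over 9 h not by final OD600 alone; inactives centre near 13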
HSF1 inh: HSF1 inhibitors in luciferase reporter cells, primary screen, cell-based, NIH3T3, luminescence; 0.77% of 300,000 active; activity change, negative = inhibition, % at 7.5 µM (by protocol); NIH3T3-HGL HSE-luciferase, MG132-induced, luminescence 8 h; hits give low values;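 active = more than half of replicate wells show activity change below -50%, luminescence cut by over half; inconclusive = some wells, but at most half, below -50%; inactive = no replicate well below -50%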;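 also: luciferase reports HSF-1 transcriptional activity via heat shock element; 0% = median of DMSO wells and -100% = zero luminescence signal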
aSyn 5UTR inh: MLPCN primary screen, SNCA 5' untranslated region. alpha-synuclein 5'UTR reporter, inhibitor activity. inhibition, % (tested at 7.5 µM). 0.82% of 300,000 active. AID 1813, 2009; in the data active = inhibition above about 60%; inconclusive = no clear call, values can overlap the other calls;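 also: H4 neuroglioblastoma cells stably carrying SNCA 5'UTR luciferase fusion; 0% = DMSO wells and 100% = positive control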
The depositor's hits bear a star; ? = inconclusive; nt = no result given. Compounds were not picked by outcome; any-hit rate near 6%.

[1] O=C(NC(=S)Nc1cc(C(F)(F)F)ccc1Cl)c1ccccc1
[2] CCN(CC)CCNC(=O)c1cn(CC)c2cc(N3CCN(C(=O)c4ccco4)CC3)c(F)cc2c1=O
[3] CCn1c(O)c(/C=C2\C=NN=C2c2ccc(C)cc2)sc1=S
[4] O=C(NC1CC2CCCC(C1)N2C(=O)Nc1ccccc1)c1ccccc1 (stereo unspecified)
[5] c1ccc(Nc2ncnc3[nH]ncc23)cc1
[6] COc1ccc(CNC(=O)CCCn2nc(C)n3ccnc3c2=O)cc1
[7] Cc1cc(C(F)F)n2nc(C(=O)Nc3ccc(S(=O)(=O)NC45CC6CC(CC(C6)C4)C5)cc3)nc2n1
[8] COc1ccc(OC)c(C(=O)c2c(C)oc3cc([N+](=O)[O-])c(O)c([N+](=O)[O-])c23)c1

entry no.	1	2	3	4	5	6	7	8
HIF activator	1.3	-0.4	-0.1	0.0	0.2	0.6	-0.2	-0.9
HSP90 refold inh	-4	1	-3	-3	0	-2	2	4
Platelet DG rel	-26	2	9	1	0	4	-1	5
IEC-6 cytotox	1	-6	3	0	-2	-7	1	2
HSF1 activator	20	-10	-1	0	4	1	-3	-6
SKKanGAS inh	1	1	-1	-7	3	-4	4	16
KLF5 inhibitor	-22	-3	-1	-16	-25	1	-6	-9
AI-2 QS modul	-1	10	0	9	16	30	nt	22
HSF1 inh	3	4	-6	-7	4	-1	-2	4
aSyn 5UTR inh	-7	2	-2	18	2	-2	30	-8

[9] CN1C(=O)C(C)(C)c2cc(S(=O)(=O)N3CCCC(C(=O)NCc4ccccc4Cl)C3)ccc21 (stereo unspecified)
[10] Cc1[nH]c2ccccc2c1Cc1nnc(SCc2ccccc2)o1
[11] CC(=O)NCCNC(=O)c1cc(-c2cccc3ccccc23)nc2ccccc12
[12] CN(Cc1ccccc1)C(=O)c1cccc(NC(=O)c2ccco2)c1
[13] Cc1c(OCC(=O)N2CCN(c3ccccc3)CC2)ccc2c3c(c(=O)oc12)CCCC3
[14] CCCCNC(=O)c1onc(CSc2ccc(F)cc2)c1C(=O)O
[15] COc1ccc(NC(=O)CN(C)C(=O)c2cc(-c3cccs3)nn2-c2ccccc2)cc1
[16] Cc1cccn2c(=O)c3cc(S(=O)(=O)c4ccc(Br)cc4)c(=N)n(C4CCCC4)c3nc12

entry no.	9	10	11	12	13	14	15	16
HIF activator	-0.4	0.4	-0.2	-0.5	-0.1	-0.5	-0.3	-0.6
HSP90 refold inh	-2	-3	-5	-1	1	-10	nt	-5
Platelet DG rel	8	9	-10	6	?	9	-2	2
IEC-6 cytotox	-5	-4	4	6	6	2	nt	-3
HSF1 activator	2	3	8	-2	12	14	19	-8
SKKanGAS inh	-11	1	2	-1	22	22	-5	-10
KLF5 inhibitor	-24	-3	-21	-19	12	-39	nt	-12
AI-2 QS modul	4	13	18	9	30	18	-1	22
HSF1 inh	5	-1	-3	2	-3	3	3	1
aSyn 5UTR inh	19	-5	-7	-6	11	-7	19	-2

[17] CC(C)c1ccc(OCc2nnc(SCC(=O)N3CCCCC3)o2)cc1
[18] CCCCCOC(=O)C1=C(C)Nc2ncnn2C1c1cccs1 (stereo unspecified)
[19] COc1ccccc1NC(=O)N1CCC(c2nc3cc(C)c(C)cc3[nH]2)CC1
[20] O=C(COc1ccc(Cl)cc1Br)NC(=O)NCc1ccccc1
[21] Cc1ccc(C(C)NC(=O)c2c(C)noc2C)cc1C (stereo unspecified)
[22] O=C(c1ccco1)N1CCN(Cc2cn[nH]c2-c2cccc3ccccc23)CC1
[23] COc1ccccc1NC(=O)COc1ccc(/C=N/NC(=O)CSCc2ccc(Cl)cc2)cc1
[24] Cc1ccc(S(C)(=O)=NC(=O)NC(=O)c2c(Cl)cccc2Cl)cc1 (stereo unspecified)

entry no.	17	18	19	20	21	22	23	24
HIF activator	2.3	-1.3	1.1	0.0	-0.4	-0.2	0.1	0.0
HSP90 refold inh	5	1	1	-2	3	-4	-6	2
Platelet DG rel	-5	-3	-1	1	11	21	1	7
IEC-6 cytotox	1	-2	82*	9	-1	1	-1	-3
HSF1 activator	27	8	-12	40	17	1	1	2
SKKanGAS inh	-4	12	4	-5	6	-6	9	-5
KLF5 inhibitor	-12	3	47	9	-1	-28	-6	9
AI-2 QS modul	46	7	6	-5	10	45	-4	14
HSF1 inh	39	3	-13	10	-4	-1	-8	-2
aSyn 5UTR inh	-35	-3	74*	-11	-3	4	-3	-3

[25] O=C(CN1C(=O)NC(Cc2c[nH]c3ccccc23)C1=O)Nc1cccc(S(=O)(=O)N2CCCCCC2)c1 (stereo unspecified)
[26] CCC(C)NC(=O)CSc1nnc(-c2ccc(OC)c(OC)c2)c(-c2ccc(OC)c(OC)c2)n1 (stereo unspecified)
[27] COc1ccc(S(=O)(=O)N2CCOCC2)cc1NS(=O)(=O)/C=C/c1ccccc1
[28] Cc1sc2ncnc(NCC(O)c3ccc([N+](=O)[O-])cc3)c2c1C (stereo unspecified)
[29] Cc1cccn2c(=O)c(C=Nc3ccc(Cl)cc3)c(NCCO)nc12
[30] COc1ccc(NC(=O)Cn2nnc(C(=O)NCc3ccccc3OC)c2N)cc1Cl
[31] CCOC(=O)C1=C(COC(=O)COc2ccc(OCC)cc2)NC(=O)NC1C (stereo unspecified)
[32] Cn1cc(S(=O)(=O)NCc2ccc(Cl)cc2)c(=O)n(C)c1=O

entry no.	25	26	27	28	29	30	31	32
HIF activator	-0.3	-0.4	0.0	1.8	1.1	-0.3	0.1	0.1
HSP90 refold inh	-4	2	-4	-2	-4	-3	nt	-6
Platelet DG rel	-4	-3	-4	-1	1	0	-6	3
IEC-6 cytotox	8	1	5	16	3	0	nt	-3
HSF1 activator	-15	12	nt	30	7	21	-10	27
SKKanGAS inh	6	-1	1	1	1	23	-6	-7
KLF5 inhibitor	-21	-4	-9	-3	-37	11	nt	-4
AI-2 QS modul	21	21	25	0	20	-2	23	-8
HSF1 inh	-2	-4	nt	8	3	1	-4	4
aSyn 5UTR inh	17	19	13	1	-91	42	2	6

[33] Cc1ccc(OCCOC(=O)Cn2nc(C)c([N+](=O)[O-])c2C)cc1
[34] O=C(CCCN1C(=O)c2cccc3cccc(c23)C1=O)N1CCN(c2ncccn2)CC1
[35] O=C(Nc1nnc(-c2cccnc2)o1)c1cccc([N+](=O)[O-])c1
[36] CC(C[N+](C)(C)C)OC(=O)C1(c2ccccc2)CCCC1 (stereo unspecified)
[37] C=CCNC(=O)N1CCc2[nH]c3ccc(F)cc3c2C1
[38] O=C(C1COc2ccccc2O1)N1CCN(c2ccccc2)CC1 (stereo unspecified)
[39] Nc1c(C(=O)O)nnn1Cc1ccccc1
[40] Cc1ccccc1OCC(=O)Nc1ccc2[nH]ncc2c1

entry no.	33	34	35	36	37	38	39	40
HIF activator	0.3	-0.2	-0.5	0.2	1.5	0.4	-0.1	0.5
HSP90 refold inh	1	0	-3	-2	2	6	4	-4
Platelet DG rel	-2	-2	-5	0	-3	0	11	3
IEC-6 cytotox	3	6	-12	2	-2	-1	-7	-1
HSF1 activator	8	15	-22	-2	-2	-1	-8	-2
SKKanGAS inh	-16	nt	0	16	-8	-1	2	-4
KLF5 inhibitor	16	-1	-5	-11	12	-12	-25	-98
AI-2 QS modul	24	11	69	3	39	18	24	25
HSF1 inh	3	-12	-8	0	16	-2	-4	-3
aSyn 5UTR inh	-4	11	-6	-12	-3	-12	-4	-36

[41] CCOC(=O)c1c(C)[nH]c(C(=O)OCC(=O)NC2(C#N)CCCCC2)c1C
[42] CC1=C(C(=O)c2ccccc2)C(c2ccc(OC(F)F)cc2)NC(=S)N1 (stereo unspecified)
[43] c1ccc(Cn2c3ccccc3c3nnc(SCCN4CCCCC4)nc32)cc1
[44] CN(C(=O)C1CCCO1)c1nnc(-c2ccncc2)s1 (stereo unspecified)
[45] COc1ccc(N=CC2=C(O)c3ccccc3C2=O)c(OC)c1
[46] CCCC(=O)NC(NC(=S)Nc1ccc(N=Nc2ccccc2)cc1)C(Cl)(Cl)Cl (stereo unspecified)
[47] CC(=O)Nc1ccc(NC(=O)Cn2c(-c3ccc(F)cc3)cnc2SCC(=O)Nc2c(C)cccc2C)cc1
[48] Cc1cc(NC(=O)COC(=O)CSc2nc3cc(Cl)ccc3n2Cc2ccccc2)no1

entry no.	41	42	43	44	45	46	47	48
HIF activator	1.9	-0.1	0.2	-0.4	-2.8	0.5	-0.2	-1.6
HSP90 refold inh	nt	-2	3	-1	33*	6	-2	4
Platelet DG rel	3	0	-11	6	51*	-8	-1	4
IEC-6 cytotox	nt	20	5	-1	13	-4	-5	-2
HSF1 activator	1	31	25	9	-78	49	nt	-2
SKKanGAS inh	2	-1	4	-2	20	10	nt	15
KLF5 inhibitor	nt	9	-12	-3	-41	-42	-10	-19
AI-2 QS modul	5	?	-15	42	23	8	35	10
HSF1 inh	-2	-1	15	4	-73*	24	nt	-1
aSyn 5UTR inh	15	-10	-8	4	63*	-24	4	19

Gathered by group, the entries above containing bromine.
[16] Cc1cccn2c(=O)c3cc(S(=O)(=O)c4ccc(Br)cc4)c(=N)n(C4CCCC4)c3nc12
[20] O=C(COc1ccc(Cl)cc1Br)NC(=O)NCc1ccccc1

entry no.	16	20
HIF activator	-0.6	0.0
HSP90 refold inh	-5	-2
Platelet DG rel	2	1
IEC-6 cytotox	-3	9
HSF1 activator	-8	40
SKKanGAS inh	-10	-5
KLF5 inhibitor	-12	9
AI-2 QS modul	22	-5
HSF1 inh	1	10
aSyn 5UTR inh	-2	-11

More results follow.
[49] Cn1c(Nn2cnnc2)nc2ccccc21
[50] O=C(Cc1ccccc1)Nc1ccc(-c2nnc(-c3ccco3)o2)cc1
[51] C=CCN(Cc1ccc(OC)c(OC)c1)C(=O)c1cc2cc(F)ccc2[nH]1
[52] CC1CCCN(Cc2c(O)ccc3c4c(c(=O)oc23)CCCC4)C1 (stereo unspecified)
[53] O=c1nc(N2CCCC2)nc(Nc2ccccc2)[nH]1

entry no.	49	50	51	52	53
HIF activator	-1.5	-40	-0.4	0.2	-0.3
HSP90 refold inh	-1	5	0	5	3
Platelet DG rel	15	-5	1	9	6
IEC-6 cytotox	-3	4	5	3	2
HSF1 activator	-14	2	-7	5	-2
SKKanGAS inh	-3	21	3	-8	-3
KLF5 inhibitor	-33	-6	8	-15	-15
AI-2 QS modul	20	16	5	17	12
HSF1 inh	-2	2	-7	1	-8
aSyn 5UTR inh	3	-77	12	-4	10

Screens (PubChem)
